Assay outcomes (PubChem)
GSK3B inh: blocks human GSK3beta kinase activity. GST-GSK3beta kinase, ADP-Glo luminescence, 60 min; active compounds read low. AID 2097. P49841. hit rate 0.038% among 300,000. activity score (negative = inhibition), % at 10 µM;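 active means more than half of replicate wells score below -50%, meaning over 50% inhibition versus plate controls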;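 further: 0% = median DMSO wells and -100% = median GW8510 positive control wells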
Target sequence (P49841 whole entry, looked up): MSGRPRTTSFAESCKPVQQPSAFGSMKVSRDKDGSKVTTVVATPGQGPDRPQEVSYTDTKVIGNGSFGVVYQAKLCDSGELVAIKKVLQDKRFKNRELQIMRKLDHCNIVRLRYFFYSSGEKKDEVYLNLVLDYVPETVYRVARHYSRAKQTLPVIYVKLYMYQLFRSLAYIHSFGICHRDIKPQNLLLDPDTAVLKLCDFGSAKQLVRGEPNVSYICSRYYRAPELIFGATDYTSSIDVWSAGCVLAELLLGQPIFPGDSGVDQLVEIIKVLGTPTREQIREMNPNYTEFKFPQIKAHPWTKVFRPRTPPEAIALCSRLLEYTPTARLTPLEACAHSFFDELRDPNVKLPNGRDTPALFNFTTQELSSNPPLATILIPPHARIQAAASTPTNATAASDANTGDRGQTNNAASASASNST
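Test system – GST-tagged human GSK3beta kinase, cell-free · Incubation – 60 min enzyme reaction, room temperature · Signal – ADP-Glo luminescence · Also added – peptide substrate and ATP at 25 µM · Controls – DMSO neutral wells and GW8510 at 20 µM as positive · Buffer or medium – Tris/MgCl2 kinase buffer · Measure – Luminescence-derived activity versus plate DMSO and GW8510 wells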
HSF1 inh: HSF1 inhibition. NIH3T3-HGL HSE-luciferase, MG132-induced, luminescence 8 h; active compounds read low. activity change, negative = inhibition, % at 7.5 µM (by protocol). hit rate 0.77% among 300,000. AID 2098;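 active means more than half of replicate wells show activity change below -50%, luminescence cut by over half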;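 further: luciferase reports HSF-1 transcriptional activity via heat shock element; 0% = median of DMSO wells and -100% = zero luminescence signal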
HSP90 inh: blocks HSP90-mediated luciferase refolding in reticulocyte lysate; inhibition, % at 5.6 µM; Rabbit reticulocyte lysate, luciferase refolding luminescence, 3 h; hit rate 0.91% among 290,000;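 active means inhibition above the screen-wide mean plus 3 SD, computed separately per campaign, cut at about 16% in these data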;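 further: 0% = DMSO wells and 100% = 60 µM geldanamycin wells; inhibitors lower the luminescence because luciferase stays unfolded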
IEC-6 cytotox: counter-screen for KLF5 inhibitors: cytotoxicity in IEC-6 cells; IEC-6 cytotoxicity, luminescence viability; hit rate 0.78% among 290,000; inhibition, % at 5 µM; AID 1825; in the data active means inhibition above about 22%;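 further: 0% = plate median of test compound wells and 100% = cytotoxic reference compound wells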
PolyA inhibitor: yeast polyadenylation inhibition | hit rate 0.02% among 300,000 | calls only at 12 µM | S. cerevisiae SKY197-pL101 polyadenylation reporter, beta-gal luminescence; efflux-impaired pdr1/pdr3 knockout yeast; score 100 = 6 SD above DMSO;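 active means lowest replicate activity score at least 50, where 100 means six control SD above control mean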;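 further: yeast exposed to compound for 9 h at 30 °C; higher score means more reporter readthrough which indicates perturbed polyadenylation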
aSyn UTR inh: MLPCN primary screen, SNCA 5' untranslated region; alpha-synuclein 5'UTR reporter, inhibitor activity; hit rate 0.82% among 300,000; inhibition, % (tested at 7.5 µM); in the data active means inhibition above about 60%;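 further: H4 neuroglioblastoma cells stably carrying SNCA 5'UTR luciferase fusion; 0% = DMSO wells and 100% = positive control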
HSF-1 act: increases HSF-1 driven luciferase reporter signal | NIH3T3-HGL HSF-1 luciferase reporter, MG132, 8 h; 100% = twice DMSO control signal | activation, % at 9 µM | hit rate 1.7% among 300,000 | AID 504408;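 active means mean replicate activation of at least 50% with a set share of replicates each reaching 50%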;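 further: 0% = median of the neutral control wells and 100% = twice that signal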
GSK3A inh: human GSK-3 alpha kinase inhibition. P49840. ADP-Glo luminescence, 60 min. inhibition, % at 10 µM. hit rate 0.1% among 320,000. AID 2650;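 in the data active means inhibition above about 50%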;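 further: GST-tagged GSK-3 alpha with peptide substrate and 25 µM ATP; 0% = DMSO neutral wells and 100% = GW8510 positive control wells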
Target sequence (P49840 whole entry, looked up): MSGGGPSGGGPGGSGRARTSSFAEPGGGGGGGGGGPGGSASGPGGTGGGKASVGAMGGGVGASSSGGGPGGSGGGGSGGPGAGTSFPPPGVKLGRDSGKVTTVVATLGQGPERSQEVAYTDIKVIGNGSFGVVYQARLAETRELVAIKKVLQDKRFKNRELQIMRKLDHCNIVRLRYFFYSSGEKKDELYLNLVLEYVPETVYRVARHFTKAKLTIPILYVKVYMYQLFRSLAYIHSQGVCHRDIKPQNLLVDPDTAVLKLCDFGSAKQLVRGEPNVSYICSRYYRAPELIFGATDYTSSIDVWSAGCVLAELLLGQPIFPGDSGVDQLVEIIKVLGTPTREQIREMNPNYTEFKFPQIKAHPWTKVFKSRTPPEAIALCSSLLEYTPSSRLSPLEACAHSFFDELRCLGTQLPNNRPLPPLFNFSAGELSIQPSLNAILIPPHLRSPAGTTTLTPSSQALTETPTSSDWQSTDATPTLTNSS
AI-2 QS modul: Vibrio harveyi AI-2 quorum sensing modulation; Vibrio harveyi JMH597 AI-2 luminescence/OD600 ratio, 9 h; active compounds read low; strain lacks LuxN and CqsS sensors; 0 = neutral-control median; activity change, % at 7.5 µM; hit rate 0.4% among 300,000; AID 2094; in the data active means activity change below about -75%, passing the limit was not always enough;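 further: luminescence divided by OD600 gain over 9 h not by final OD600 alone; inactives centre near 13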
KLF5 inhibitor: suppresses KLF5 promoter-driven expression | DLD-1 KLF5 promoter-luciferase reporter, luminescence | inhibition, % at 5 µM | hit rate 0.23% among 290,000;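 active means inhibition above a per-plate limit of that plate's mean compound inhibition plus 3 SD, cut at about 60% in these data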;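 further: 0% = DMSO wells and 100% = LY294002 at 200 µM; higher means less KLF5 promoter-driven luciferase light; inactives centre near -14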
Active calls of the source: *; i = inactive; / = not tested or not shown. The list is partial; count on the stated rates, not on these rows.

SMILES	GSK3B inh	HSF1 inh	HSP90 inh	IEC-6 cytotox	PolyA inhibitor	aSyn UTR inh	HSF-1 act	GSK3A inh	AI-2 QS modul	KLF5 inhibitor
Cc1ccc(NS(=O)(=O)c2c(C(=O)N3CCCC3)c(C)n(C)c2C)cc1	3	-3	-3	-5	i	20	2	-3	16	-14
CC(=O)N1N=C(c2cccc([N+](=O)[O-])c2)OC1c1ccc(Br)cc1 (stereo unspecified)	0	-2	5	-6	i	-22	3	-3	2	-2
COc1ccc(-n2cc(-c3ccccc3)c3c(N4CC(C)OC(C)C4)ncnc32)cc1 (stereo unspecified)	-3	-37	-1	-8	i	12	-37	3	27	-14
CCn1cc(C(=O)N[C@H](C(=O)NCCCn2ccnc2)C(C)C)c(=O)c2cc3c(cc21)OCO3	2	-9	-9	-1	i	12	-2	10	16	-29
O=C(Cn1nc2n(c1=O)-c1ccccc1SC2)N/N=C/c1cccnc1	1	-4	-1	0	i	2	17	2	14	-33
O=C(c1ccc([N+](=O)[O-])cc1)N1CCN(Cc2ccccc2[N+](=O)[O-])CC1	0	-10	6	2	i	9	11	-6	6	8
CN(C)c1cccc2cccc(N(C)C)c12	-3	2	-1	-1	i	10	5	3	11	-1
COc1ccccc1NS(=O)(=O)c1cccc(C(=O)NCC2(N(C)C)CCCCC2)c1	1	-2	/	/	i	-21	4	-1	8	/
COc1ccc(CCNC(=O)c2ccc(NC(=O)CC3SC(N4CCCC4)=NC3=O)cc2)cc1 (stereo unspecified)	1	-1	/	/	i	1	4	0	9	/
O=C(O)CCC(=O)Nc1cccc(-c2csc(-c3ccccc3)n2)c1	1	3	1	4	i	14	-1	0	14	10
CC(C)(C)N1C(=O)c2ccccc2NC(=O)N1Cc1ccccc1	0	5	0	1	i	1	22	1	14	-6
COc1ccccc1C(=O)COC(=O)c1ccc(-n2cnnn2)cc1	1	2	/	/	i	-17	16	-2	19	/
CCOc1ccc(N2CC(C(=O)Nc3cc(Cl)ccc3-n3cncn3)CC2=O)cc1 (stereo unspecified)	6	-2	/	/	i	0	2	-3	28	/
Fc1ccc(CSc2ccc(-c3cccs3)nn2)cc1	1	21	-3	-5	i	-121	39	/	18	3
Cc1ccc(NC(=S)N2CCCC(c3nc4ccc(C)cc4[nH]3)C2)c(C)c1 (stereo unspecified)	-1	-2	-2	1	i	4	4	6	11	-17
NC(=NCCc1ccccc1)NS(=O)(=O)c1ccccc1	4	-11	5	-2	i	-11	-7	-2	23	-1
COc1cc(-c2nnc(-c3ccc(N4CCOCC4)cc3)o2)cc(OC)c1OC	4	-36	-2	0	i	8	-52	0	9	3
CCNC(=S)N1CCN(CCN2C(=O)c3cccc4cccc(c34)C2=O)CC1	0	3	2	-6	i	-32	4	-2	2	0
CC(C)N(C(=O)C[n+]1ccc(/C=N/O)cc1)C(C)C	-1	-8	4	2	i	25	-13	0	3	-15
Cc1ccc(C)c(NC(=O)CN(C)C(=O)CSC(C)C(=O)Nc2cc(C)on2)c1 (stereo unspecified)	5	-8	0	4	i	-18	9	17	19	-22
C/C(=N\NC(=O)COc1ccc(C)cc1C(C)C)c1cc2ccccc2o1	3	-1	-1	-2	i	-4	9	-1	7	-26
O=c1oc2ccc(Cl)cc2cc1-c1nnc(Nc2cccc(C(F)(F)F)c2)s1	2	-3	-11	5	i	7	-20	-2	23	1
COCCN(C(=O)c1ccco1)c1nnc(-c2ccc(OC)cc2)s1	-4	5	5	-3	i	-69	2	-2	28	-17
CC(=O)N1CCc2c(sc(NC(=O)C3CCCN3S(=O)(=O)c3cccs3)c2C#N)C1 (stereo unspecified)	-1	0	/	/	i	24	8	0	2	/
COc1cc(OC)cc(C(=O)NCC(=O)OCC(=O)N2c3ccccc3NC(=O)C2(C)C)c1	4	-5	3	-1	i	20	-13	1	20	-31
The list goes on:
SMILES	GSK3B inh	HSF1 inh	HSP90 inh	IEC-6 cytotox	PolyA inhibitor	aSyn UTR inh	HSF-1 act	GSK3A inh	AI-2 QS modul	KLF5 inhibitor
Cc1ccc(C(=O)N/N=C\c2ccc(-c3ccc(Cl)cc3)o2)cn1	6	-8	-2	-6	i	-56	-14	2	2	-16
C/C(=N\NC(=O)c1ccoc1C)c1ccc(Cl)s1	-1	11	-3	-3	i	-44	20	-2	3	-72
Cc1ccc(S(=O)(=O)N2CCOC23CCN(C(=O)C(=O)NCc2ccccc2)CC3)cc1	2	2	/	/	i	-8	0	-3	13	/
COc1cccc(C(=O)NC2CCCc3ccccc32)c1OC (stereo unspecified)	/	0	-1	-2	i	5	5	0	/	-5
CC(C)CC(c1nnnn1C1CCCCC1)N1CCN(C(=O)c2ccco2)CC1 (stereo unspecified)	0	-3	1	-1	i	2	6	0	9	-16
Cc1ccc(NC(=O)C2C3C=CC(O3)C2C(=O)O)cc1C (stereo unspecified)	2	6	1	3	i	-15	25	12	-2	-1
O=S(=O)(NCC(c1cccnc1)N1CCN(c2ccc(F)cc2)CC1)c1ccccc1 (stereo unspecified)	-1	5	6	0	i	-16	0	1	10	-4
O=C(N/N=C/c1ccc(N2CCOCC2)o1)c1ccccc1[N+](=O)[O-]	-2	1	0	2	i	8	-5	0	4	-25
CCN(CC)S(=O)(=O)c1cc(NC(=O)CCNC(=O)c2ccccc2Cl)ccc1C	-1	-5	1	-2	i	12	-7	0	6	-12
CC(O)Cc1nsc(NC(=O)c2ccc(Br)o2)n1 (stereo unspecified)	3	-4	0	0	i	1	-2	2	26	-31
O=C(CSc1ncnc2nc[nH]c12)c1ccc([N+](=O)[O-])cc1	-2	1	-1	15	i	10	24	-2	88	-2
COc1cccc(OC)c1OCCCCN1CCCC1	7	0	2	3	i	-1	4	-1	17	-7
COc1cccc(CNc2ccc(C(=O)O)cc2)c1OCc1ccccc1	0	-5	2	11	i	-2	-20	-4	-3	-16
Cc1[nH]c2ccc(-c3n[nH]c(=S)n3C)cc2c1C	-2	-3	1	-2	i	50	14	3	16	-31
COc1ccc(NC(C)=O)cc1C#N	2	-1	0	-6	i	4	4	1	24	-19
Cc1cc(N/C=C\c2nnnn2-c2ccc(F)cc2)no1	-1	18	0	0	i	-2	43	-2	1	12
COC(=O)c1ccc(NCCc2csc(-c3ccc(C)cc3)n2)c([N+](=O)[O-])c1	1	4	0	2	i	-4	38	-1	21	15
O=C(CCS(=O)(=O)c1cccc2nonc12)NCc1ccc(Cl)cc1	/	3	0	5	i	7	-7	/	/	-10
Cc1ccc(S(=O)(=O)Cn2nnnc2C(c2ccc(F)cc2)N2CCCCC2)cc1 (stereo unspecified)	3	-7	1	4	i	19	-7	-4	21	-10
Cc1ccccc1CN1C(=O)[C@H]2Cc3c([nH]c4ccccc34)C(C)(C)N2C1=O	-4	-1	/	/	i	-2	-7	-3	4	/
CCOC(=O)c1c(C)[nH]c(C)c1C=O	0	1	1	-8	i	5	11	-1	12	-4
O=C(CCc1ccccc1)NNC(=O)CCc1ccccc1	-5	4	4	8	i	6	10	-3	2	-26
Cc1coc2cc3oc(=O)c(CCC(=O)N[C@@H](CCCNC(N)=O)C(=O)O)c(C)c3cc12	2	-3	-1	-6	i	3	-17	-2	14	-15
Cc1c(NC(=S)NC(=O)CC(C)C)c(=O)n(-c2ccccc2)n1C	2	0	-2	3	i	8	0	-1	26	-19
COCc1nc2ccccc2n1Cc1ccccc1Br	-5	6	1	0	i	9	27	-3	-13	3

Whole records, quoted from the list. Order of screens: GSK3B inh | HSF1 inh | HSP90 inh | IEC-6 cytotox | PolyA inhibitor | aSyn UTR inh | HSF-1 act | GSK3A inh | AI-2 QS modul | KLF5 inhibitor
Results for COc1ccc(-n2cc(-c3ccccc3)c3c(N4CC(C)OC(C)C4)ncnc32)cc1 (stereo unspecified) : -3 | -37 | -1 | -8 | i | 12 | -37 | 3 | 27 | -14
Results for CC(C)N(C(=O)C[n+]1ccc(/C=N/O)cc1)C(C)C : -1 | -8 | 4 | 2 | i | 25 | -13 | 0 | 3 | -15

(listing goes on)
SMILES	GSK3B inh	HSF1 inh	HSP90 inh	IEC-6 cytotox	PolyA inhibitor	aSyn UTR inh	HSF-1 act	GSK3A inh	AI-2 QS modul	KLF5 inhibitor
COc1cccc(OC)c1C(=O)NC(=S)N1CCCCC1c1cccnc1 (stereo unspecified)	0	8	-3	5	i	26	3	-2	1	-9
COc1ccc(CNC(=O)CN2C(=O)C3C4C=CC(C4)C3C2=O)cc1 (stereo unspecified)	-2	3	-1	-2	i	-13	7	-4	-8	-19
CCc1nnc(NS(=O)(=O)c2ccc(NC(=S)Nc3ccc(F)cc3)cc2)s1	-3	1	-6	-2	i	-27	8	-3	-67	-39
Nc1ccc(N2CCOCC2)c(S(=O)(=O)Nc2cc(Cl)ccc2Cl)c1	1	3	2	-8	i	18	11	-1	27	9
N#Cc1c(-c2ccccc2Cl)c2c([nH]c1=O)-c1ccccc1OC2	-10	2	1	1	i	17	8	55*	19	-16
CCOC(=O)C1CCCN(C(=O)c2cc3nc(-c4ccc5c(c4)OCO5)cc(C(F)(F)F)n3n2)C1 (stereo unspecified)	3	-5	1	0	i	19	-12	/	20	4
O=C1OCC2=C1C(c1ccccc1)CC(=O)N2c1ccccc1 (stereo unspecified)	0	1	3	0	i	4	2	1	16	-14

7 entries from above, with two lines to a compound.
Each structure is followed by: GSK3B inh, HSF1 inh, HSP90 inh, IEC-6 cytotox, PolyA inhibitor, aSyn UTR inh, HSF-1 act, GSK3A inh, AI-2 QS modul, KLF5 inhibitor
COc1cccc(OC)c1C(=O)NC(=S)N1CCCCC1c1cccnc1 (stereo unspecified)
→ 0, 8, -3, 5, i, 26, 3, -2, 1, -9
COc1ccc(CNC(=O)CN2C(=O)C3C4C=CC(C4)C3C2=O)cc1 (stereo unspecified)
→ -2, 3, -1, -2, i, -13, 7, -4, -8, -19
CCc1nnc(NS(=O)(=O)c2ccc(NC(=S)Nc3ccc(F)cc3)cc2)s1
→ -3, 1, -6, -2, i, -27, 8, -3, -67, -39
Nc1ccc(N2CCOCC2)c(S(=O)(=O)Nc2cc(Cl)ccc2Cl)c1
→ 1, 3, 2, -8, i, 18, 11, -1, 27, 9
N#Cc1c(-c2ccccc2Cl)c2c([nH]c1=O)-c1ccccc1OC2
→ -10, 2, 1, 1, i, 17, 8, 55*, 19, -16
CCOC(=O)C1CCCN(C(=O)c2cc3nc(-c4ccc5c(c4)OCO5)cc(C(F)(F)F)n3n2)C1 (stereo unspecified)
→ 3, -5, 1, 0, i, 19, -12, /, 20, 4
O=C1OCC2=C1C(c1ccccc1)CC(=O)N2c1ccccc1 (stereo unspecified)
→ 0, 1, 3, 0, i, 4, 2, 1, 16, -14
